ROS inducer = cancer cell ROS induction. U2OS ROS induction, H2DCF-DA fluorescence. actives 2% (n = 46,000). ROS induction (% of piperlongumine), % at 10 µM; in the data active means ROS induction above about 79%, passing the limit was not always enough; inconclusive means no clear call, values can overlap the other calls;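 further: 0% = DMSO vehicle median and 100% = reference compound median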
An asterisk follows results filed as active; ? = inconclusive; & = joins results of further samples.

SMILES	ROS inducer
C[C@H](CO)N1C[C@H](C)[C@H](CN(C)CC2CCCCC2)Oc2c(NC(=O)c3cnccn3)cccc2C1=O	-1
C[C@H]1CN([C@@H](C)CO)C(=O)Cc2cc(NC(=O)Nc3ccc4c(c3)OCO4)ccc2O[C@H]1CN(C)S(=O)(=O)c1cn(C)cn1	-4
O=C(Cc1csc(Nc2nc(=S)[nH]c3ccccc23)n1)N1CCN(c2cccc(Cl)c2)CC1	13
COc1ccc(S(=O)(=O)N(C)CC(=O)Nc2ccc(C(N)=O)cc2)cc1	-1
C[C@H](CO)N1C[C@H](C)[C@H](CN(C)C(=O)Nc2ccccc2)Oc2ccc(NC(=O)Cn3cnnn3)cc2CC1=O	-16
Cc1noc(C)c1NC(=O)N(C)C[C@@H]1Oc2ccc(NS(=O)(=O)c3ccc(Cl)cc3)cc2CC(=O)N([C@H](C)CO)C[C@@H]1C	-2
COc1ccc(CN(C)C[C@H]2Oc3ccc(NS(=O)(=O)c4ccc(C)cc4)cc3CC(=O)N([C@@H](C)CO)C[C@@H]2C)cc1	18
CNC[C@H]1Oc2ccc(NS(=O)(=O)c3c(C)noc3C)cc2C(=O)N([C@H](C)CO)C[C@@H]1C	-2
C[C@H]1CN([C@@H](C)CO)C(=O)c2cc(NC(=O)Nc3ccc(C(F)(F)F)cc3)ccc2O[C@H]1CN(C)S(=O)(=O)c1cn(C)cn1	-14
O=C(N/N=C/c1ccc(OCCO)cc1)c1ccccn1	3
C[C@H](CO)N1C[C@H](C)[C@@H](CN(C)C(=O)Nc2ccc(C(F)(F)F)cc2)Oc2ccc(NC(=O)Cn3cnnn3)cc2C1=O	-2
C[C@@H]1CN([C@@H](C)CO)C(=O)Cc2cc(NC(=O)Cc3cn(C)c4ccccc34)ccc2O[C@@H]1CN(C)S(=O)(=O)c1cccs1	42
COc1ccc(CN(C)C[C@H]2Oc3ccc(NS(=O)(=O)c4ccc(OC)cc4)cc3C(=O)N([C@@H](C)CO)C[C@@H]2C)cc1	-1
CC(C)NC(=O)Nc1cccc2c1O[C@H](CN(C)C(=O)NC(C)C)[C@@H](C)CN([C@H](C)CO)C2=O	-5
[N-]=[N+]=Nc1ccccc1C[C@]1(C(=O)NCc2ccccc2)COC(c2ccc(OCCCO)cc2)=N1	24

Brought forward from above: 2 entries; new compounds follow.
SMILES	ROS inducer
CC(C)NC(=O)Nc1cccc2c1O[C@H](CN(C)C(=O)NC(C)C)[C@@H](C)CN([C@H](C)CO)C2=O	-5
[N-]=[N+]=Nc1ccccc1C[C@]1(C(=O)NCc2ccccc2)COC(c2ccc(OCCCO)cc2)=N1	24
C[C@@H]1CN([C@H](C)CO)C(=O)c2cc(NS(=O)(=O)c3cn(C)cn3)ccc2O[C@H]1CN(C)S(=O)(=O)c1ccc(Cl)cc1	-1
C[C@H](CO)N1C[C@H](C)[C@H](CN(C)C(=O)Nc2ccc(C(F)(F)F)cc2)Oc2c(NC(=O)C3CCOCC3)cccc2C1=O	16
CS(=O)(=O)Nc1ccc([N+](=O)[O-])cc1Oc1ccccc1	-12
COc1ccc(CN(C)C[C@@H]2Oc3ccc(NS(=O)(=O)c4ccccc4)cc3C(=O)N([C@H](C)CO)C[C@H]2C)cc1	8
C[C@@H]1CN([C@H](C)CO)C(=O)c2cc(NC(=O)C3CCCCC3)ccc2O[C@H]1CN(C)Cc1ccc(C(=O)O)cc1	-13
C[C@@H]1CN([C@@H](C)CO)C(=O)c2cc(NC(=O)Nc3ccc(F)cc3)ccc2O[C@@H]1CN(C)C(=O)Nc1ccccc1	-4
Oc1ccccc1C=Nc1cccc(N=Cc2ccccc2O)c1	1
Cc1ccc(-c2nnc(SCC(=O)c3ccccc3)n2-c2ccccc2)cc1Cl	-1
CNC(=O)c1c(-c2ccccc2)c2cc(OC)ccc2n1CCN(C)C	-10
Cc1cccc(-c2nnc(SCC(=O)Nc3c(F)cc(F)cc3Br)n2C)c1	3
Cc1cc(C(=O)Nc2cccc3c2O[C@@H](CN(C)Cc2ccc(C(=O)O)cc2)[C@H](C)CN([C@@H](C)CO)C3=O)n(C)n1	-3
Cc1nc(CSc2nnc3scc(-c4ccccc4)n23)cs1	4
CCc1nnc(SCC(=O)NCc2ccc(C)cc2)c2cc3sccc3n12	-4
C=CCN(CC=C)C(=O)Cc1ccc(Br)cc1	2
COc1ccccc1NC(=O)C1c2ccccc2Oc2ccccc21	7

The final 3 records of the part before are carried over, then new ones follow.
SMILES	ROS inducer
CCc1nnc(SCC(=O)NCc2ccc(C)cc2)c2cc3sccc3n12	-4
C=CCN(CC=C)C(=O)Cc1ccc(Br)cc1	2
COc1ccccc1NC(=O)C1c2ccccc2Oc2ccccc21	7
O=C(O)CCNC(=O)Nc1ccccc1	5
O=C(Cn1c(NCCO)nc2ccccc21)c1cccc([N+](=O)[O-])c1	12
Cc1ccc(-c2noc(CN3CCN(c4ccccc4F)CC3)n2)cc1	-10
COc1ccc(S(=O)(=O)Nc2ccc3c(c2)CC(=O)N([C@@H](C)CO)C[C@@H](C)[C@@H](CN(C)CC2CC2)O3)cc1	-13
COc1ccc(NC(=O)Nc2ccc3c(c2)C(=O)N([C@H](C)CO)C[C@H](C)[C@@H](CN(C)C(=O)Nc2ccc(C(F)(F)F)cc2)OCCCC[C@@H](C)O3)cc1	37
COc1ccc(S(=O)(=O)Nc2cccc3c2O[C@@H](CN(C)S(=O)(=O)c2ccccc2)[C@H](C)CN([C@@H](C)CO)C3=O)cc1	-6
C[C@H]1CN([C@@H](C)CO)C(=O)CCCn2cc(nn2)CO[C@@H]1CN(C)Cc1cccc2c1OCCCO2	35
CCn1c(=N)c(S(=O)(=O)c2ccccc2)cc2c(=O)n3ccccc3nc21	94*
CCN(CC(=O)Nc1ccc2c(c1)OCCO2)S(=O)(=O)c1ccc2ccccc2c1	-1
C[C@@H]1CN([C@H](C)CO)C(=O)c2cc(NC(=O)Nc3ccc(C(F)(F)F)cc3)ccc2O[C@H]1CN(C)Cc1ccc(Oc2ccccc2)cc1	6
COc1cc(NC(=O)COc2ccc(C)c(C)c2)ccc1NC(=O)c1ccccc1Cl	12
COC(=O)c1ccccc1NC(=O)C1=C(C)NC(=S)NC1c1cc(Cl)cc(OC)c1OC(C)C (centres undefined)	5
COc1ccc([Si](C)(C)[C@H]2[C@H](CCn3cc([C@H](O)c4ccccc4)nn3)O[C@@]3(C(=O)N(Cc4ccc(N5CCOC5=O)cc4)c4ccccc43)[C@@H]2C)cc1	47
CN(c1cccc(NC(=O)c2ccccc2N(C)S(C)(=O)=O)c1)S(C)(=O)=O	-1
CCN(CC(=O)Nc1ccccc1)S(=O)(=O)c1ccc(C)cc1	-6
Cc1ccc(-n2c(C)cc(=O)cc2C)c(C)c1	-2
CC(O)c1nc2ccccc2n1CCCOc1ccccc1 (centres undefined)	-15
Cc1noc(C)c1S(=O)(=O)Nc1ccc2c(c1)C(=O)N([C@H](C)CO)C[C@H](C)[C@@H](CN(C)C(=O)Nc1ccc3c(c1)OCO3)OCCCC[C@@H](C)O2	-4
C[C@H](CO)N1C[C@H](C)[C@H](CN(C)S(C)(=O)=O)Oc2ccc(NS(=O)(=O)c3ccc(Cl)cc3)cc2CC1=O	16
C[C@@H]1CN([C@H](C)CO)C(=O)c2cc(NC(=O)CCC(F)(F)F)ccc2O[C@H]1CN(C)Cc1ccc(C(=O)Nc2ccccc2N)cc1	34
C[C@H](CO)N1C[C@H](C)[C@H](CN(C)Cc2ccc(Oc3ccccc3)cc2)Oc2c(NC(=O)C3CCCCC3)cccc2C1=O	26
C[C@@H]1CCCCO[C@H](CN(C)C(=O)c2ccccc2)[C@@H](C)CN([C@H](C)CO)C(=O)c2cc(NC(=O)Nc3ccccc3)ccc2O1	-5
CC(C)=CCC[C@@H](C)C/C=N/NC(=O)c1ccccn1	-11
CCN(CC)C(=O)Oc1nnc(SC(C)C)n1-c1ccc(Cl)c(Cl)c1	17
C[C@@H]1CN([C@@H](C)CO)C(=O)c2cccc(NC(=O)c3ccncc3)c2O[C@H]1CN(C)Cc1ccc2c(c1)OCO2	6
COc1cccc(NC(=O)CN(c2ccc(C)cc2C)S(C)(=O)=O)c1	5
CC1CC(=O)C2C(O)(C1)CC(O)C13OC1c1c(O)cccc1C(=O)C23O (centres undefined)	-9
COc1ccc(S(=O)(=O)N(C)C[C@H]2Oc3ccc(N(C)C)cc3CC(=O)N([C@@H](C)CO)C[C@@H]2C)cc1	9
CC(C)NC(=O)N(C)C[C@@H]1Oc2ccc(N(C)C)cc2CC(=O)N([C@@H](C)CO)C[C@@H]1C	-5
CSc1nsc(SCC(=O)Nc2ccc(C(C)=O)cc2)n1	0
COc1ccc(OC)c(CCCc2cc(OC)ccc2OC)c1	-5
C[C@@H]1CN([C@H](C)CO)C(=O)c2cccc(NC(=O)c3ccncc3)c2O[C@@H]1CN(C)Cc1ccc(C(F)(F)F)cc1	12
C/C=C/c1ccc(OCCCSc2nc(C)cc(=O)[nH]2)c(OC)c1	5
COc1cc(OC)c2ccc(=O)oc2c1CC(O)C(C)(C)OC (centres undefined)	6
CC(C)(C)[C@]1(O)CCN2C[C@H]3c4ccccc4CCc4cccc(c43)[C@@H]2C1	13
S=C(NC1CC1)N1CCCN(Cc2cccc3ccccc23)CC1	-3
COc1cc(/C=C/C(=O)NCC(O)c2ccc(O)cc2)ccc1O (centres undefined)	-3
CC(C)n1c(-c2ccccc2)csc1=Nc1ccccc1	?
O=C(CN1C(=O)c2ccccc2S1(=O)=O)Nc1cccc(Br)c1	-5
CCN=C(NCC)Nc1ccc(Cl)cc1	1
C[C@@H]1CCCCO[C@H](CN(C)S(=O)(=O)c2cccs2)[C@@H](C)CN([C@H](C)CO)C(=O)c2cc(N(C)C)ccc2O1	11
COc1ccc(NC(=O)Nc2ccc3c(c2)C(=O)N([C@H](C)CO)C[C@H](C)[C@H](CN(C)C(=O)Nc2ccc(C(F)(F)F)cc2)O3)cc1	?
C[C@H](CO)N1C[C@H](C)[C@@H](CN(C)Cc2ccc(C(=O)O)cc2)Oc2ccc(NC(=O)Cc3ccccc3)cc2C1=O	-4
CCN(CC)N1CCN(S(=O)(=O)c2ccc(S(=O)(=O)c3ncccn3)cc2)CC1	-4
C[C@H](CO)N1C[C@H](C)[C@H](CN(C)S(=O)(=O)c2ccccc2)Oc2ccc(NC(=O)Nc3ccc4c(c3)OCO4)cc2CC1=O	1

The final 6 compounds of the part before are carried over, then new ones follow:
SMILES	ROS inducer
CCN=C(NCC)Nc1ccc(Cl)cc1	1
C[C@@H]1CCCCO[C@H](CN(C)S(=O)(=O)c2cccs2)[C@@H](C)CN([C@H](C)CO)C(=O)c2cc(N(C)C)ccc2O1	11
COc1ccc(NC(=O)Nc2ccc3c(c2)C(=O)N([C@H](C)CO)C[C@H](C)[C@H](CN(C)C(=O)Nc2ccc(C(F)(F)F)cc2)O3)cc1	?
C[C@H](CO)N1C[C@H](C)[C@@H](CN(C)Cc2ccc(C(=O)O)cc2)Oc2ccc(NC(=O)Cc3ccccc3)cc2C1=O	-4
CCN(CC)N1CCN(S(=O)(=O)c2ccc(S(=O)(=O)c3ncccn3)cc2)CC1	-4
C[C@H](CO)N1C[C@H](C)[C@H](CN(C)S(=O)(=O)c2ccccc2)Oc2ccc(NC(=O)Nc3ccc4c(c3)OCO4)cc2CC1=O	1
CC(C)=C1C2C=CC1C1C(=O)N(Cc3cccnc3)C(=O)C21 (centres undefined)	-6
Cn1c(=S)n(CCSc2nc3ccccc3n2-c2ccccc2)c2ccccc21	35
O=c1cc(N2CCOCC2)oc2c(-c3ccccc3)cccc12	85*
CCOC(=O)c1ccc(Nc2cc(C)nc(-c3ccccc3)n2)cc1	37
Cc1cc(C)c(OCC(O)CNC(C)(C)C)c(C)c1 (centres undefined)	19
C[C@H](CO)N1C[C@H](C)[C@H](CN(C)CC2CC2)Oc2ccc(NC(=O)C3CC3)cc2CC1=O	-4
O=C(N/N=C/c1ccc(F)c(Oc2ccccc2)c1)c1ccccc1O	17
COc1ccccc1NC(=O)Cn1c(C(F)(F)F)nc2ccccc21	?
COc1ccc(CN(C)C[C@@H]2Oc3c(NS(C)(=O)=O)cccc3C(=O)N([C@H](C)CO)C[C@@H]2C)cc1	-1
C[C@H](CO)N1C[C@H](C)[C@H](CN(C)C)Oc2c(NC(=O)Nc3cccc4ccccc34)cccc2C1=O	2
C[C@H]1CN([C@@H](C)CO)C(=O)c2cc(NC(=O)C3CCCCC3)ccc2O[C@H]1CN(C)S(C)(=O)=O	-2
CSc1ccc2c(c1)C(N1CCN(C)CC1)Cc1ccccc1S2 (centres undefined)	13&31
C[C@@H]1CN([C@H](C)CO)C(=O)Cc2cc(NC(=O)CCCCCC(=O)Nc3ccccc3N)ccc2O[C@H]1CN(C)Cc1ccc(C(F)(F)F)cc1	12
CCOC(=O)c1cc(-c2ccc(Cl)cc2)[nH]c(=O)c1C#N	22
CCCn1c(=N)c(C(=O)NC2CCCC2)cc2c(=O)n3ccccc3nc21	18
COc1ccc(S(=O)(=O)Nc2ccc3c(c2)C(=O)N([C@@H](C)CO)C[C@@H](C)[C@H](CN(C)C(=O)Nc2ccc(C(F)(F)F)cc2)O3)cc1	8
Cc1ncc2c(c1OC(=O)c1ccccc1)COC(C)(C)OC2	7
Cc1ccc(S(=O)(=O)N(C)C[C@@H]2Oc3c(NC(=O)Nc4ccc5c(c4)OCO5)cccc3C(=O)N([C@H](C)CO)C[C@H]2C)cc1	-3
COc1ccc(S(=O)(=O)N(C)C[C@H]2Oc3c(NC(=O)Nc4ccc5c(c4)OCO5)cccc3C(=O)N([C@@H](C)CO)C[C@H]2C)cc1	29
O=C(CSc1nnnn1-c1ccc(F)cc1)c1ccc(O)c(O)c1	4
Cc1ccc2c(=O)c(C(=O)c3ccccc3)coc2c1	-11
CCOC(=O)c1sc2ncn(CC(=O)Nc3ccc(C(C)=O)cc3)c(=O)c2c1C	-1
CCCN(C)C[C@@H]1Oc2ncc(Br)cc2C(=O)N([C@H](C)CO)C[C@@H]1C	-1
COc1cc(CO)cc(Cl)c1OCc1cccc(C(=O)O)c1	4
O=C(CSCc1c(Cl)cccc1Cl)Nc1cccnc1	-27
C[C@H]1CN([C@@H](C)CO)C(=O)c2cc(NC(=O)Nc3ccc(C(F)(F)F)cc3)ccc2O[C@@H]1CN(C)S(=O)(=O)c1ccc(F)cc1	10

Some of the compounds tested, so the mix of outcomes need not match the whole.
